# RXFP1 antag: RXFP1 (human) relaxin receptor antagonism; Q9HBX9; activity change, negative = inhibition, % at 57.5 µM; HEK293-RXFP1, relaxin-stimulated cAMP HTRF, 30 min; stronger effect = lower value; 350,000 tested, 0.59% active;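 active = activity change of -60% or lower, but not beyond a set lower limit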; note: % is set by controls: 0 for no effect and ±100 for the full control effect
# Target sequence (Q9HBX9 whole entry, looked up): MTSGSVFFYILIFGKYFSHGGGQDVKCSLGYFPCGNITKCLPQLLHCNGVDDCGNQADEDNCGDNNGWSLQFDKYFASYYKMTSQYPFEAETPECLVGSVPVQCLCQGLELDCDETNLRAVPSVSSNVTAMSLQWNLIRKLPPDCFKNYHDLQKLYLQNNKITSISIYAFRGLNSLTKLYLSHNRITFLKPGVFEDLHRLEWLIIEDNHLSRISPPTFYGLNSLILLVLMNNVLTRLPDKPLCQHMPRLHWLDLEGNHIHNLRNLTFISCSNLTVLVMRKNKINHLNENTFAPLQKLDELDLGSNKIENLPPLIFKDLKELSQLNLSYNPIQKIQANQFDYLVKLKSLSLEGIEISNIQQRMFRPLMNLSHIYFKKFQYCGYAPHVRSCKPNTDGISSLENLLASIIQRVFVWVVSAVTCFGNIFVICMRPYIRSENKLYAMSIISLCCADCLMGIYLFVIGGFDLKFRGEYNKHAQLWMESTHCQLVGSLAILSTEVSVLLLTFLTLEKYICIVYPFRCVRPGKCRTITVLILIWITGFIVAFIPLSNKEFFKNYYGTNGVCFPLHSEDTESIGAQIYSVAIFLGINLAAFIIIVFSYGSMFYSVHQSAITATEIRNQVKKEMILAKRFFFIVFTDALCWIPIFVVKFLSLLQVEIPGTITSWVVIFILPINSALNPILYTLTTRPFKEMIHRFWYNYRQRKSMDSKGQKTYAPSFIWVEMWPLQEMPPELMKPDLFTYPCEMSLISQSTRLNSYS
# TRHR ag: TRH receptor (human) agonism | P34981 | TRHR cells, calcium flux fluo-8, FDSS agonist mode | activation, % at 2 µM | 360,000 tested, 0.18% active | AID 493084; note: 0% is about no effect
#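 Read-out: compound-evoked intracellular calcium rise in TRHR cells, fluo-8 dye, kinetic FDSS fluorescence at 1 s/cycle following a 10-cycle baseline. Cells cultured overnight before dye loading (30 min–1.5 h, RT).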
# D2 antag: antagonizes the human D2 dopamine receptor; P14416; HEK293 TREx D2 cells, calcium flux, dopamine EC80; inhibition, % at 10 µM; 340,000 tested, 2% active; in the data active = inhibition above about 30%; note: 0% is about no effect
#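 Tetracycline-induced HEK293 T-REx cells expressing D2 force-coupled to calcium signalling were dye-loaded, exposed to compound for 180 s, then challenged with an EC80 of dopamine; calcium flux was followed kinetically for a further 180 s.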
# TRHR enhancer: allosteric enhancers of human TRH receptor; AID 493056; TRHR cells, fluo-8 calcium fluorescence, EC20 TRH enhancement; 360,000 tested, 0.66% active; P34981; enhancement, % at 2 µM; in the data active = enhancement above about 30%; note: 0% is about no effect
#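 Enhancer read-out: after compound pinning and an initial kinetic agonist-mode read, an EC20 of TRH (10 nM final) was injected and fluo-8 calcium signal (Ex 480/Em 530) followed at 1 s/cycle for 100 cycles in TRHR-expressing cells.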
# D1 ag: agonists of human D1 dopamine receptor. P21728. HEK293 T-REx D1 cells, calcium flux, agonist mode. activation, % at 2 µM. 360,000 tested, 1% active; note: 0% is about no effect
#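 Agonism was scored from calcium flux recorded over 180 s (1 read/s) after pintool compound addition, following a 10-cycle baseline. Cells were inducible force-coupled HEK293 TREx D1, plated overnight at 30 C and loaded with no-wash calcium dye.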
# D2 agonist: agonists of human D2 dopamine receptor; P14416; HEK293 T-REx D2 cells, calcium flux agonist mode; activation, % at 2 µM; 340,000 tested, 0.53% active; AID 485358;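 active = activation over 3 SD above normal in the single-dose calcium agonist read, cut at about 30% in these data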; note: 0% is about no effect
#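 Tetracycline-induced HEK293 Trex cells with D2 receptor force-coupled to calcium signaling, plated overnight at 30 C and loaded with no-wash calcium dye. Calcium flux read kinetically for 180 s after compound addition; responses flag agonists.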
# D2 PAM: positive allosteric modulators of human D2 dopamine receptor. potentiation, % at 10 µM. P14416. AID 485347. HEK293 T-REx D2, calcium flux, EC20 dopamine potentiation. 340,000 tested, 0.34% active;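 active = potentiation over 3 SD above the plate norm, cut at about 30% in these data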; note: 0% is about no effect
#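 Potentiation of an EC20 dopamine calcium response is measured in a force-coupled, tetracycline-inducible Hek293 Trex D2 line. Compound-only kinetic reads over 180 s flag agonists before dopamine addition.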
# D1 antag: blocks dopamine activation of the human D1 receptor | P21728 | HEK293 TREx D1 cells, calcium flux, dopamine EC80; stronger effect = lower value | activity change, negative = inhibition, % at 10 µM | 360,000 tested, 3.2% active; in the data active = activity change below about -30%; note: % is set by controls: 0 for no effect and ±100 for the full control effect
#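 Kinetic fluorescence of a calcium dye serves as the read-out. D1-expressing Hek293 Trex cells, induced overnight at 30 C, are exposed to compound for 180 s before an EC80 dopamine addition, then read 180 s further.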
# D1 potentiator: potentiators of human D1 dopamine receptor; P21728; HEK293 TREx D1 cells, calcium flux, dopamine EC20 potentiation; potentiation, % at 10 µM; 360,000 tested, 0.036% active; in the data active = potentiation above about 30%; note: 0% is about no effect
# An asterisk follows results filed as active; . = not tested or not shown; & = joins results of further samples; ! = not confirmed by another sample. Cut-off read from the data, not from the text of the source, unless noted: active = activation above about 30%; inactive = the rest.
SMILES,RXFP1 antag,TRHR ag,D2 antag,TRHR enhancer,D1 ag,D2 agonist,D2 PAM,D1 antag,D1 potentiator
CCc1cc(=O)oc2cc(OCC(=O)NCc3ccccn3)ccc12,18,0.4,7,4,1,1.6,5,6,1
CN(C)c1ccc(C2CC(=O)OC3=C2C(=O)CC(C)(C)C3)cc1 (configuration not stated),-9,0.5,4,0,2,-0.1,4,7,0
CCn1c(=O)c(=O)[nH]c2cc(C(=O)N(C)Cc3ccc(OC)c(F)c3)ccc21,-2,-0.7,-1,5,1,-1.0,8,4,-12
CCOC(=O)c1cnc2c(C)c(Cl)ccc2c1N1CCOCC1,.,0.6,-1,18,-1,-0.2,1,-10,2
NS(=O)(=O)c1cc(C2(O)NC(=O)c3ccccc32)ccc1Cl (configuration not stated),-10,0.2,17,-3,0,2.0,5,-13,3
COc1cccc(N2CCN(CC(=O)NC(=O)NC3CCCCC3)CC2)c1,-6,0.1,1,17,6,0.1,-6,8,-7
O=C(CSc1nnc2c(n1)[nH]c1ccc(S(=O)(=O)N3CCOCC3)cc12)Nc1ccc(F)c(F)c1,-19,0.2,4,-1,1,-0.6,8,-16,0
CCNS(=O)(=O)c1ccc(NC(=O)c2cc(C(F)(F)F)nn2C)cc1,2,-0.1,-5,10,5,0.6,1,-19,-2
COc1cc(CNn2c(C)n[nH]c2=S)cc(Cl)c1OCC(=O)NC(C)(C)C,-13,0.0,-4,4,8,0.3,-3,-2,-3
N#Cc1ccccc1NC(=O)C(=O)NCC(c1ccc2c(c1)OCO2)N1CCN(c2ccccc2)CC1 (configuration not stated),-3,0.2,.,2,1,.,-13,10,-1
CS(=O)(=O)N(CC(=O)Nc1ccc2c(c1)OCO2)Cc1ccccc1,11,-0.1,-2,2,1,-0.3,-1,-6,-5
CCOc1cc(/C=N\NC(=O)c2ccc(C)nc2)cc([N+](=O)[O-])c1O,-28,0.0,0,7,0,-0.4,-3,10,-4
COc1ccc(CNCCSc2nnnn2C)cc1OC,1,0.8,-23,5,0,0.3,3,7,-4
Cc1cc(C)n(C(=O)c2cc3c(s2)CCCC3)n1,-1,0.4,.,-10,3,.,.,12,4
CN(C)/C=C(/C(=O)c1ccc(Cl)c(Cl)c1)c1nnnn1-c1ccccc1,2,0.1,-11,-6,2,-1.6,5,-11,4
COCCNC(=S)N/N=C(\C)c1ccc(C)c([N+](=O)[O-])c1,6,-0.5,32*,4,-2,-1.7,-2,-7,4
CCc1ccc2[nH]c3nc(C)cc(C)c3c(=O)c2c1,0,1.0,-6,-1,2,-0.1,10,10,1
Nc1nnnn1/N=C/c1ccccc1C(F)(F)F,1,-0.7,-1,4,4,0.5,-12,-17,-3
Cc1ccc(C(=O)CSc2nnc(-c3ccco3)n2Cc2ccccc2)cc1,8,0.3,-5,2,2,-0.2,14,-11,-1
CCC(=O)Nc1ccc(S(=O)(=O)Nc2ncccn2)cc1,-4,-0.3,20,0,3,-0.3,23,-3,-4

# An excerpt of these results, as tab-separated lines:
compound	RXFP1 antag	TRHR ag	D2 antag	TRHR enhancer	D1 ag	D2 agonist	D2 PAM	D1 antag	D1 potentiator
CCn1c(=O)c(=O)[nH]c2cc(C(=O)N(C)Cc3ccc(OC)c(F)c3)ccc21	-2	-0.7	-1	5	1	-1.0	8	4	-12
CCOC(=O)c1cnc2c(C)c(Cl)ccc2c1N1CCOCC1	.	0.6	-1	18	-1	-0.2	1	-10	2
NS(=O)(=O)c1cc(C2(O)NC(=O)c3ccccc32)ccc1Cl (configuration not stated)	-10	0.2	17	-3	0	2.0	5	-13	3
COc1cccc(N2CCN(CC(=O)NC(=O)NC3CCCCC3)CC2)c1	-6	0.1	1	17	6	0.1	-6	8	-7
O=C(CSc1nnc2c(n1)[nH]c1ccc(S(=O)(=O)N3CCOCC3)cc12)Nc1ccc(F)c(F)c1	-19	0.2	4	-1	1	-0.6	8	-16	0
CCNS(=O)(=O)c1ccc(NC(=O)c2cc(C(F)(F)F)nn2C)cc1	2	-0.1	-5	10	5	0.6	1	-19	-2

# Quoted at random: two entries already listed, in no set order.
SMILES,RXFP1 antag,TRHR ag,D2 antag,TRHR enhancer,D1 ag,D2 agonist,D2 PAM,D1 antag,D1 potentiator
Cc1ccc(C(=O)CSc2nnc(-c3ccco3)n2Cc2ccccc2)cc1,8,0.3,-5,2,2,-0.2,14,-11,-1
CS(=O)(=O)N(CC(=O)Nc1ccc2c(c1)OCO2)Cc1ccccc1,11,-0.1,-2,2,1,-0.3,-1,-6,-5

# Next structures follow.
SMILES,RXFP1 antag,TRHR ag,D2 antag,TRHR enhancer,D1 ag,D2 agonist,D2 PAM,D1 antag,D1 potentiator
COC(=O)C(C)N1CCC(=O)c2ccccc2S1(=O)=O (configuration not stated),.,-0.5,-14,-4,4,0.8,0,-19,-9
CCOc1ccccc1CN1CCC(n2nccc2NC(=O)C2CCCC2)CC1,4,0.4,9,2,2,0.1,-7,-12,-5
Cc1ccc2nc(CCl)[n+]([O-])c(-c3ccccc3)c2c1,-14,1.1,-13,5,3,0.5,14,-38*,-7
CCOc1ncccc1C(=O)NCc1ccccc1F,4,-1.4,7,-2,1,-0.9,4,6,-1
S=C1NCN(Cc2ccco2)CN1Cc1ccco1,9,-0.7,13,-4,4,0.3,2,8,-5
CCc1ccccc1NC(=O)C1CCCN(c2nn3c(=O)cc(C)nc3s2)C1 (configuration not stated),-20,-0.2,26,0,4,-0.4,-5,4,-5
Cc1ccc(Nc2ccc(C(=O)N3CCCC3)cn2)c(C)c1,-8,-1.0,14,5,1,0.7,-5,2,-3
Cc1ccc(S(=O)(=O)CCC(=O)OCC(=O)c2cc(C)n(C)c2C)cc1,-3,0.5,-9,-5,1,0.2,-11,27,-7
O=C(NNC(=S)NC(=O)c1ccco1)c1ccc(F)cc1,.,5.6,.,-4,10,.,.,4,1
COc1ccccc1-c1csc2ncnc(Sc3nnnn3C)c12,.,-0.7&-1.0,1,-2&-7,-1&1,-1.1,12,3,-1&-2
Cc1ccccc1C(=O)NC1CCN(C(=O)NCc2ccccc2)CC1,3,-0.1,-16,-4,2,0.4,5,-2,-9
Cn1nc(C(=O)N2CCN(c3ccccc3F)CC2)c2c1-c1ccccc1S(=O)(=O)C2,-10&4,-0.9&-0.4,3,-6&2,-1&3,0.3&0.5,1&10,-5&7,-3&-4
O=C(NNC(=O)c1ccccc1Br)c1ccc(SCC2CCCO2)c([N+](=O)[O-])c1 (configuration not stated),-2,-0.6,-5,-6,3,-0.7,0,-5,-2
Cc1ccccc1N1CCN(C2CCCN(C(=O)CCC(F)(F)F)C2)CC1 (configuration not stated),4,-0.3,-6,-5,1,0.6,-10,11,-4
O=C(O)CN1CCN(CC(=O)O)CCN(CC(=O)O)CCN(CC(=O)O)CC1,.,-0.2,0,-2,-2,0.4,-2,4,4
Cc1ccccc1OCc1nnc2n1CC(C)S2 (configuration not stated),.,-0.3,1,-3,-2,0.3,4,-3,2
CCOC(=O)c1sc(N2C(=O)C(O)=C(C(=O)c3ccco3)C2c2cccc([N+](=O)[O-])c2)nc1C (configuration not stated),-16,0.0,-8,0,5,-2.4,-4,-3,-7
Cc1ccc(N2C(=O)C3CCC(C)(C2=O)C3(C)C)cc1C (configuration not stated),-14,0.2,-44,-3,2,0.4,14,-1,-3
Cn1ccnc1CN1CCN(C(=O)c2cc(COc3ccc(F)c(F)c3)on2)CC1,-1,0.1,2,2,6,0.1,-2,2,-12
CC(C)=NNc1cc([N+](=O)[O-])cc2c1C(=O)N(C)S2=O (configuration not stated),2,-1.7,10,6,2,0.0,12,4,2
COCCN1C=C(C(=O)OC)C(c2ccc(Cl)cc2)C(C(=O)OC)=C1,-1,-0.9,0,2,1,-0.6,13,-22,-4
CCC1CCCCN1CCCNC(=O)C1CCN(S(=O)(=O)N2CCC3(CC2)OCCO3)CC1 (configuration not stated),-3,0.0,3,-9,0,0.8,3,3,-2
CCOC(=O)CC(=O)CSc1nc(-c2cccnc2)ccc1C#N,3,18,-10,3,34*,-0.9,1,2,-3
CCOc1ccc(CN2C(=O)c3ccccc3Sc3ccc(C(=O)NCCCN4CCOCC4)cc32)cc1,-15,2.1&6.1,-2,7&-5,30*!,1.9&0.4,-14&-8,6&-9,0&1
COCC(=O)Nc1cc(C)cn(Cc2ccccc2Cl)c1=O,-7,0.3,1,3,2,-0.7,5,10,-1
CC1CC(C)CN(C(=O)CCCNC(=O)c2ccc(Cl)cc2)C1 (configuration not stated),7,0.1,-23,1,0,0.0,15,-21,-5
COc1ccc(C)cc1NC(=O)c1sc2nc(-c3ccc(F)cc3)cn2c1C,-8,0.6,.,0,1,0.9,7,12,-1
CN(Cc1cnccn1)C(=O)CC1C(=O)NCCN1CC(c1ccccc1)c1ccccc1 (configuration not stated),3,-1.2,-1,6,4,0.3,8,1,-3
COc1cc(/C=N/NC(=O)c2ccc(NC(=O)C3CC3)cc2)ccc1OC(C)=O,-11,1.1,4,-5,1,-0.2,14,8,-2
CCCCn1c(C(C)O)nc2ccccc21 (configuration not stated),3,-0.4,12,-3,3,0.1,-8,-3,0
Cc1cc(NC(=O)c2ccc(F)cc2)n(-c2ccccn2)n1,-14,0.1,-5,-6,1,-0.4,3,-1,-6
CC1=NNC(=O)C1CC(=O)N/N=C(/C)c1cccc([N+](=O)[O-])c1 (configuration not stated),11,0.7,-13,-3,1,-0.5,.,-1,-4
CCOC(=O)C1=C(c2ccccc2)NC(=O)NC1c1ccc(N(C)C)cc1 (configuration not stated),12,-1.3,-6,4,3,-0.4,5,7,-4
CC(C)(C)c1ccc(C(=O)N/N=C2\C3CN4CCN(C3)CC2(c2ccccc2)C4)cc1,-10,0.4,-15,0,1,3.0,-10,0,-1
Cc1cnc(CNC(=O)C2CCC(=O)N(CCc3cccc(F)c3)C2)[nH]1 (configuration not stated),25,-1.0,5,17,4,0.2,2,3,0
CCCn1c(N)c(N(CCOC)C(=O)c2ccc(-c3ccc(Cl)cc3)o2)c(=O)[nH]c1=O,0,0.1,4,2,0,-0.4,1,3,0
Cc1ccc(-c2noc(-c3ccccc3NC(=O)c3ccccc3)n2)cc1,-1,0.8,.,1,4,1.7,-3,2,-1
O=C(NCc1ccc(Cl)cc1)c1cc(-c2cccs2)on1,6,0.7,1,-3,1,1.3,-9,6,0
COc1ccc2c(C)cc(SCC(=O)Nc3cc(C(N)=O)cc(C(N)=O)c3)nc2c1,-15,-0.8,-3,2,2,-1.8,3,7,-1
Cn1c(=O)c2c(nc(N/N=C/c3ccncc3)n2Cc2ccccc2)n(C)c1=O,-16,-0.2,-10,-2,0,0.9,-5,-1,-1
CCN(c1ccccc1)S(=O)(=O)c1cccc(C(=O)NCCN2CCOCC2)c1,-1,-0.4,13,4,3,0.2,8,4,5
COc1ccccc1NC(=S)NC(NC(=O)c1ccco1)C(Cl)(Cl)Cl (configuration not stated),-7,0.8,-8,-4,11,1.3,-23,-3,1
Cn1c(=O)c2c(SCC(=O)Nc3nccs3)nc(C3CC3)nc2n(C)c1=O,-4,-1.2,-12,3,2,-1.0,14,2,11

# Screening results: PubChem, National Center for Advancing Translational Sciences (NCATS)

# Hits appear at their usual frequency. About 7.3% of those tested had a hit in this group.
